DENV2 CPE: inhibitors of DENV2 cytopathic effect, primary screen, cell-based, plate reader, single concentration. DENV2-infected cells, cytopathic effect rescue. CPE inhibition, % at 9.99 µM. 350,000 compounds, 1.7% hits. AID 651640, 2012; in the data active = CPE inhibition above about 20%, passing the limit was not always enough; inconclusive = no clear call, values can overlap the other calls; tested in BHK-21 cells;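 note: 0% = median of neutral control wells and 100% = median of positive control wells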
CFTR F508del cor: F508del CFTR correction, initial screen, CFBE line, single point; 350,000 compounds, 0.36% hits; CFBE cells, YFP halide quenching; stimulated with forskolin plus potentiator P3; % fluorescence drop versus neutral controls; activity (quench increase), % at 7.58 µM;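 active = mean added fluorescence quench of at least 8% versus neutral control, with both replicates also reaching 8%; inconclusive = only one of the mean or replicate conditions met; inactive = mean below 8% and not both replicates reaching 8%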;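 note: cells transiently co-express mutant CFTR-F508del with the halide-sensitive YFP; corrector assay measuring rescue of mutant channel to the surface after 24 h compound exposure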
Xi reactivation: activators of inactive X chromosome reactivation, primary screen, imaging, XiGFP fibroblasts, GFP high-content imaging, set 2; XiGFP mouse fibroblasts, % GFP-positive cells imaging, 3 d; cells co-treated with 5-aza-dC sensitizer; scaled so ellipticine positive control = 100%; activation, % at 7.58 µM; 360,000 compounds, 0.055% hits;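 active = mean normalized replicate activation at least 10% and every replicate at or above 10%; inconclusive = only one of the two criteria met; inactive = mean below 10% and not all replicates reach 10%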;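 note: 0% = median of on-plate neutral control wells and 100% = ellipticine 6 µM median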
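Assay system – SV40-immortalized XiGFP fibroblast cells, line 68-5-11 · Buffer or medium – DMEM supplemented with 5-aza-dC as sensitizing agent · Dosing – one concentration, pinned · Benchmarks – positive control ellipticine, 6 µM final · Times – 3 days compound exposure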
PAX8 inh HTS: inhibitors of PAX8-driven TPO luciferase reporter, primary screen, RMG-I cells, single concentration; SteadyGlo, 24 h; inhibition, % at 12.6 µM; 360,000 compounds, 1.2% hits; AID 652154, 2013;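 active = mean replicate inhibition at least 60% with every replicate also reaching 60%; inconclusive = only one of the two criteria is met; inactive = mean below 60% and not all replicates reaching 60%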;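 note: luciferase light reporting Pax8 driven TPO promoter activity; plate controls were median of neutral control wells for no effect and mitoxantrone controls for full effect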
ERp5 inh: inhibitors of ERp5-driven insulin aggregation, primary screen, biochemical, turbidity, absorbance 650 nm, single point | Protein disulfide-isomerase A6 (Homo sapiens), Q15084 | 90 min | inhibition, % at 9.99 µM | 350,000 compounds, 0.05% hits | AID 651711, 2012;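 active = mean replicate inhibition above about 25%, with every replicate also reaching it, limit read from the data, passing the limit was not always enough; inconclusive = only one of those two criteria met; inactive = neither criterion met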
Target sequence (Q15084 whole entry, looked up): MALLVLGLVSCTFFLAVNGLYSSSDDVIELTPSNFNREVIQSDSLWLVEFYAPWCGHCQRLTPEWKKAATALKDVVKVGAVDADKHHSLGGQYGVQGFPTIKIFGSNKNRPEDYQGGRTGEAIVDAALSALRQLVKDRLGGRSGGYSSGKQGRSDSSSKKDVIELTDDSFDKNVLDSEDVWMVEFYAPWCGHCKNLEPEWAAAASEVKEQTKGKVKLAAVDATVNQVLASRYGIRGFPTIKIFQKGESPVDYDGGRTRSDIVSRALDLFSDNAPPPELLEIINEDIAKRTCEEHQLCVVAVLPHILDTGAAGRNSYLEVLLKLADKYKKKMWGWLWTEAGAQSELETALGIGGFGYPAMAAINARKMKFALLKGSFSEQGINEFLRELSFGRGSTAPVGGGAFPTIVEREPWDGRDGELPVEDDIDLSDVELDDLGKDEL
ARNT-TACC3 inh: disruptors of ARNT/TACC3 protein interaction, primary screen, biochemical, AlphaScreen, single concentration | Transforming acidic coiled-coil-containing protein 3 (Homo sapiens), Q9Y6A5 | AlphaScreen His-ARNT PAS-B/GST-TACC3 binding, luminescence; TACC3 fragment carries E629A point mutation | inhibition, % at 9.99 µM | 390,000 compounds, 0.66% hits | AID 623870, 2012;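 active = mean inhibition of replicates at least 50% and at least half of replicates each reaching 50%; inconclusive = half or more replicates reach 50% but mean below 50%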;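 note: 0% = complete ARNT plus TACC3 wells and 100% = ARNT alone without TACC3; many hits fall short of the cut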
EWS-Fli inh: EWS/Fli-driven NR0B1 reporter inhibitors, primary screen, A673 cells, NR0B1 luciferase, luminescence, MLPCN library. viability-normalised. AID 651661, 2012. inhibition, % at 12.6 µM. 350,000 compounds, 0.67% hits;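 active = mean inhibition of at least 50% after viability correction, with every replicate also passing that limit; inconclusive = mean reaches 50% but only one of two replicates passes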;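 note: firefly luciferase signal divided by Alamar Blue viability fluorescence both relative to DMSO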
INS-1E GSIS act: GLuc luminescence reporter in INS-1E cells, primary screen for activators of glucose-dependent secretion of insulin | INS-1E GLuc reporter insulin secretion, 2-3 h | activation, % at 16.6 µM | 370,000 compounds, 0.61% hits;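 active = lowest replicate activation of at least 40%, so every replicate reaches that level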;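 note: 0% = median of neutral control wells and 100% = median of IBMX positive control wells; some compounds called inactive have numbers as strong as hits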
Numbers without * were called inactive.

Screening O=C(NCC1CCCO1)c1ccc2c(c1)N(Cc1ccccc1)C(=O)CS2 (stereo not drawn) returned DENV2 CPE 0, CFTR F508del cor -1.5, Xi reactivation 0.0, PAX8 inh HTS 7, ERp5 inh 2, ARNT-TACC3 inh -2 and INS-1E GSIS act 6.
`CC(C)Cc1ccc(/C=C/C(=O)N2CCOCC2)cc1` gave DENV2 CPE -6, Xi reactivation 0.0, PAX8 inh HTS -199, ERp5 inh -7, ARNT-TACC3 inh 1, EWS-Fli inh -100 and INS-1E GSIS act -25.
`C/C(=N\NC(=O)CCCOc1ccc(Cl)cc1C)c1ccc(C)o1` gave Xi reactivation 0.0, PAX8 inh HTS 18, ARNT-TACC3 inh -7 and INS-1E GSIS act -28.
Screening COCC(=O)N1[C@H](CO)[C@@H]2c3ccccc3N(C(=O)NC(C)C)C[C@@H]21 returned DENV2 CPE -2, CFTR F508del cor -0.7, Xi reactivation 0.2, ERp5 inh 16, EWS-Fli inh 14 and INS-1E GSIS act 7.
`C=C(C)CSc1nnc(CCCCCNC(=O)OC(C)(C)C)o1` gave DENV2 CPE -5, CFTR F508del cor -0.5, Xi reactivation 0.0, PAX8 inh HTS -10, ERp5 inh 0, ARNT-TACC3 inh 2, EWS-Fli inh 3 and INS-1E GSIS act -30.
Screening C[C@@H]1O[C@H](CCc2cccc(Cl)c2)CC2=C1C(=O)OC(C)(C)O2 returned DENV2 CPE 1, CFTR F508del cor -0.2, Xi reactivation 0.8, PAX8 inh HTS -22, ERp5 inh 2, EWS-Fli inh -4 and INS-1E GSIS act -1.
C/C(O)=c1/cnc2nc3ccccc3n2c1=O was read as DENV2 CPE 1, CFTR F508del cor 0.9, Xi reactivation 0.4, PAX8 inh HTS -26, ERp5 inh 1, EWS-Fli inh -10 and INS-1E GSIS act -14.
Screening CCS(=O)(=O)N1CCCCN2[C@H](C1)[C@@H](c1ccc(-c3cccc(C#N)c3)cc1)[C@@H]2CO returned DENV2 CPE -7, CFTR F508del cor 0.6, Xi reactivation 0.0, PAX8 inh HTS -18, ERp5 inh -3, ARNT-TACC3 inh 1 and INS-1E GSIS act 14.
For COc1cc(S(=O)(=O)N2CCN(C)CC2)ccc1Cl the results were DENV2 CPE 2, CFTR F508del cor -2.1, ERp5 inh -2, ARNT-TACC3 inh 3, EWS-Fli inh -7 and INS-1E GSIS act 3.
Screening Cn1c(=O)c(S(=O)(=O)C(C)(C)C)c(O)c2ccccc21 returned Xi reactivation 0.1, PAX8 inh HTS 6, ARNT-TACC3 inh -15 and INS-1E GSIS act 1.
O=S(=O)(c1ccccc1)N1CCCCN2[C@H](CO)[C@@H](c3ccc(C#Cc4cccnc4)cc3)[C@H]2C1 was read as DENV2 CPE 7, CFTR F508del cor 2.7, PAX8 inh HTS -16, ERp5 inh -1, ARNT-TACC3 inh -7 and EWS-Fli inh 8.
For Cc1ccc(CONC(=O)c2ccc(C)cc2)cc1 the results were DENV2 CPE -3, CFTR F508del cor 4.5, Xi reactivation -0.1, PAX8 inh HTS -159, ERp5 inh -9, ARNT-TACC3 inh 7, EWS-Fli inh -91 and INS-1E GSIS act -9.
`O=C(Nc1ccc(N2CCCC2)cc1)c1ccc(Br)cc1` gave DENV2 CPE -3, Xi reactivation 0.0, PAX8 inh HTS -13, ERp5 inh 0, ARNT-TACC3 inh 0 and EWS-Fli inh -49.
For COC(=O)Nc1c(C)nn(Cc2ccccc2C)c1C the results were DENV2 CPE -1, CFTR F508del cor -0.2, ERp5 inh 6, ARNT-TACC3 inh -7, EWS-Fli inh 7 and INS-1E GSIS act 27.
For COc1ccc(CN(CCC(C)C)S(=O)(=O)c2ccccc2Br)c(OC)c1 the results were DENV2 CPE -9, CFTR F508del cor 0.0, Xi reactivation 0.1, PAX8 inh HTS -11, ERp5 inh 2, ARNT-TACC3 inh -1, EWS-Fli inh 3 and INS-1E GSIS act 13.
For COc1ccc([C@@H]2CC(=O)[C@@H]3CN(S(=O)(=O)c4ccc(C)cc4)[C@H](c4ccccc4)C[C@@H]3N2S(=O)(=O)c2ccccc2)cc1 the results were DENV2 CPE 1, CFTR F508del cor -1.4, Xi reactivation 0.0, PAX8 inh HTS 3, ERp5 inh 1, EWS-Fli inh 10 and INS-1E GSIS act -23.
For O=C(NCc1ccccc1Cl)C1CCCN(C(=O)Nc2ccc(F)cc2)C1 (stereo not drawn) the results were DENV2 CPE 1, CFTR F508del cor -2.6, Xi reactivation -0.1, PAX8 inh HTS 1, ERp5 inh 0, ARNT-TACC3 inh -3, EWS-Fli inh 20 and INS-1E GSIS act -2.
O=C(/C=C/Nc1ccccc1)C(F)(F)F was read as DENV2 CPE -9, CFTR F508del cor -0.3, Xi reactivation 0.0, PAX8 inh HTS 0, ERp5 inh 3, ARNT-TACC3 inh -5, EWS-Fli inh 6 and INS-1E GSIS act 8.
CCC(C)c1ccc(OCC(=O)Nc2ccc3[nH]c(=O)[nH]c3c2)cc1 (stereo not drawn) was read as Xi reactivation 0.1, PAX8 inh HTS 3, ARNT-TACC3 inh 2 and INS-1E GSIS act 11.
Screening O=C(CCNC(=O)c1ccc([N+](=O)[O-])cc1)NNC(=O)c1ccncc1 returned DENV2 CPE inconclusive, CFTR F508del cor -1.2, Xi reactivation 0.1, PAX8 inh HTS 0, ERp5 inh 6, ARNT-TACC3 inh -2, EWS-Fli inh 1 and INS-1E GSIS act 0.
Screening COc1ccc(N2C(=O)CC(SCc3ccc(Cl)cc3)C2=O)cc1 (stereo not drawn) returned DENV2 CPE 2, CFTR F508del cor -1.9, Xi reactivation 0.0, PAX8 inh HTS -1, ARNT-TACC3 inh -6 and EWS-Fli inh 2.
Screening NC(=O)c1nnn(-c2cccc(C(F)(F)F)c2)c1-c1ccccc1 returned DENV2 CPE 2, CFTR F508del cor -2.2, Xi reactivation -0.1, PAX8 inh HTS -12, ERp5 inh 5, ARNT-TACC3 inh -4, EWS-Fli inh -1 and INS-1E GSIS act -4.
Cc1c(C)c2c(OCC(=O)N[C@@H](Cc3ccccc3)C(=O)O)cc3c(c2oc1=O)CCC(C)(C)O3 was read as DENV2 CPE -6, CFTR F508del cor -0.3, ERp5 inh 2, ARNT-TACC3 inh 7 and EWS-Fli inh -3.
`Cc1ccccc1CN(c1ccc(C(=O)N2CCCC2)cc1)S(C)(=O)=O` gave DENV2 CPE -5, CFTR F508del cor -3.4, ERp5 inh -6, ARNT-TACC3 inh -32, EWS-Fli inh 6 and INS-1E GSIS act 2.
Screening O=C(c1n[nH]c(=O)c2ccccc12)N1CCN(Cc2ccc3c(c2)OCO3)CC1 returned DENV2 CPE -6, CFTR F508del cor -3.2, Xi reactivation -0.1, PAX8 inh HTS -7, ERp5 inh 3, ARNT-TACC3 inh -2, EWS-Fli inh 6 and INS-1E GSIS act 13.
CC(CC(=O)N1CCN(c2ccccc2)CC1)S(=O)(=O)c1ccc2c(c1)NC(=O)CS2 (stereo not drawn) was read as DENV2 CPE 2, CFTR F508del cor -0.7, Xi reactivation 0.0, PAX8 inh HTS 14, ERp5 inh -3, ARNT-TACC3 inh -2 and INS-1E GSIS act 12.
O=S(=O)(Nc1ccccc1Cl)c1cc(NC(=S)NCCN2CCOCC2)ccc1Cl was read as DENV2 CPE 4, CFTR F508del cor -1.8, Xi reactivation -0.1, PAX8 inh HTS -9, ERp5 inh 3, ARNT-TACC3 inh 3, EWS-Fli inh -20 and INS-1E GSIS act -3.
O=C(Cc1ccncc1)N1CC[C@H]2[C@H](CO)Nc3ccc(-c4ccccc4)cc3[C@H]21 was read as DENV2 CPE -1, CFTR F508del cor 0.2, Xi reactivation 0.0, ERp5 inh 6 and INS-1E GSIS act 14.
Screening O=C(CN1C(=O)c2ccccc2S1(=O)=O)Nc1ncc([N+](=O)[O-])s1 returned DENV2 CPE 0, CFTR F508del cor 5.5, Xi reactivation 0.0, PAX8 inh HTS -19, ERp5 inh -5, ARNT-TACC3 inh 10, EWS-Fli inh 4 and INS-1E GSIS act -8.
`CCC1=Nc2cc(C(=O)NCCCN3CCOCC3)ccc2Sc2ccccc21` gave DENV2 CPE 5, CFTR F508del cor -1.5, Xi reactivation 0.0, PAX8 inh HTS 5, ERp5 inh 4, ARNT-TACC3 inh 4 and INS-1E GSIS act 4.
O=C(COC(=O)/C=C/c1cccc(C(F)(F)F)c1)NC1CCCCCC1 was read as DENV2 CPE -2, CFTR F508del cor 2.5, Xi reactivation 0.1, PAX8 inh HTS -7, ERp5 inh 0, EWS-Fli inh -4 and INS-1E GSIS act 4.
For CC1CCC(NC(=O)CCS(=O)(=O)c2ccc3c(c2)NC(=O)CO3)CC1 (stereo not drawn) the results were DENV2 CPE 13, CFTR F508del cor -1.6, Xi reactivation 0.3, PAX8 inh HTS -3, ERp5 inh 4, ARNT-TACC3 inh 4 and INS-1E GSIS act 4.
COc1cc(CNS(=O)(=O)c2ccc3c(c2)CC(C)N3C(=O)C2CCC2)cc(OC)c1OC (stereo not drawn) was read as DENV2 CPE 20, CFTR F508del cor -1.8, Xi reactivation 0.0, PAX8 inh HTS 19, ERp5 inh -1, ARNT-TACC3 inh -1, EWS-Fli inh 9 and INS-1E GSIS act -14.
For CCn1cc(/C=N\NC(=O)c2c[nH]c3ccccc23)c(C)n1 the results were Xi reactivation -0.2, PAX8 inh HTS 0, ARNT-TACC3 inh 21 and INS-1E GSIS act -3.
For Cc1ccc(C)c(C(=O)CSc2nnc(C)s2)c1 the results were DENV2 CPE -4, CFTR F508del cor -1.3, Xi reactivation 0.4, PAX8 inh HTS 1, ERp5 inh 7, ARNT-TACC3 inh 26, EWS-Fli inh -31 and INS-1E GSIS act -1.
For CC(=O)Nc1nc(C)c(CCC2OCCO2)c(=O)[nH]1 the results were DENV2 CPE -3, CFTR F508del cor 2.0, Xi reactivation 0.1, PAX8 inh HTS -5, ERp5 inh 1, EWS-Fli inh -2 and INS-1E GSIS act 7.
Screening C[C@@H]1CN([C@@H](C)CO)C(=O)c2cc(-c3ccccc3)cnc2O[C@H]1CN(C)C(=O)NC1CCCC1 returned DENV2 CPE -11, CFTR F508del cor 1.6, Xi reactivation -0.1, PAX8 inh HTS -2, ERp5 inh 0, ARNT-TACC3 inh -9, EWS-Fli inh -4 and INS-1E GSIS act 2.

Two entries picked at random from the list so far:
Screening O=C(CN1C(=O)c2ccccc2S1(=O)=O)Nc1ncc([N+](=O)[O-])s1 returned DENV2 CPE 0, CFTR F508del cor 5.5, Xi reactivation 0.0, PAX8 inh HTS -19, ERp5 inh -5, ARNT-TACC3 inh 10, EWS-Fli inh 4 and INS-1E GSIS act -8.
For CCn1cc(/C=N\NC(=O)c2c[nH]c3ccccc23)c(C)n1 the results were Xi reactivation -0.2, PAX8 inh HTS 0, ARNT-TACC3 inh 21 and INS-1E GSIS act -3.

High-throughput results deposited in PubChem by Broad Institute.
